# Assay outcomes: PubChem, National Center for Advancing Translational Sciences (NCATS)
# A549 tox = Nrf2 qHTS screen for inhibitors: counterscreen for cytotoxicity. A549 ARE-Fluc cells, CellTiter-Fluor viability, 18-24 h. Potency, µM (doses to about 46 µM), inactives show top-dose activity change, negative = cytotoxicity, usual class: inhibitors. 390,000 tested, 0.16% active. AID 504648, 2011; further: potency means the concentration at half of the fitted maximal effect; on the % scale 0 is the no-effect control and ±100 the full control effect
#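 Cytotoxicity counterscreen: CellTiter-Fluor fluorescence was measured in A549 ARE_Fluc cells after 18-24 h of compound exposure in a concentration series. The subsequent BugLite luminescent read reports ARE-luciferase activity.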
# HepG2 viability = qHTS for Inhibitors of TGF-b: Cytotox Counterscreen; 410,000 tested, 0.76% active; HepG2 CAGA-GFP viability, ATP luminescence, 18 h; Potency, µM (top dose mostly 46.1 µM), for the others: at the top dose activity change, negative = cytotoxicity, hits mostly cytotoxic; further: potency means the concentration at half of the fitted maximal effect; some results filed as inactive show a strong effect at the top dose
#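 HepG2 CAGA-GFP cells (1000/well, DMEM with 1% FBS) received compound, then TGF-beta at 500 pg/mL final, and were incubated 18 hours at 37 degrees C. Viability was read by CellTiter-Glo luminescence. Media-only wells were set as complete cell-killing and DMSO as no toxicity.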
# Nrf2 ARE act = qHTS of Nrf2 Activators | Potency, µM (series often up to 46.1 µM), for the others: top-dose activation, usual class: activators | AREc32 ARE-luciferase reporter (MCF7-derived line), luminescence, 24 h | 410,000 tested, 0.31% active | AID 624171, 2012; further: potency means the concentration at half of the fitted maximal effect; % of control where 0% means no effect; nearly all actives have a fitted effect of over 65% in size
#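 Reporter line AREc32 (ARE-Fluc), seeded overnight in OPTI-MEM with 5% FBS; compound pin-transferred, 24 hr at 37 deg C, 5% CO2; luminescent read-out.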
# Abeta rescue = qHTS for compounds that reverse cellular toxicity of Amyloid beta (A-beta) peptide in yeast: Primary Screen. 410,000 tested, 0.063% active. Potency, µM (series often up to 46.1 µM), without a hit: at the top dose growth rescue, hits mostly activators. yeast expressing A-beta42, growth rescue, OD600, 48 h; response scale: 0% DMSO, 100% iron-clioquinol control. AID 1347071, 2019; further: potency means the concentration at half of the fitted maximal effect; nearly all actives have a fitted effect of over 55% in size
#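 Growth rescue measured by 600 nm absorbance after 48 h yeast culture at 30 C with compound. Values normalized between DMSO and an equimolar ferric chloride plus clioquinol control.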
# CCT modulator = High-Throughput Screening for Modulators of Cytosolic Chaperonin Activity; 360,000 tested, 0.3% active; activity change, % (test concentration not listed), hits read low; AID 651819, 2012; purified chaperonin ATPase assay, HTRF ADP detection, 30 min; in the data active means activity change below about -30%; further: on the % scale 0 is the no-effect control and ±100 the full control effect
#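 We incubate TRiC, 40 or 20 nM final, with library compounds at 76 uM and 10 uM ATP for 30 min at 37 °C. ADP formed is detected with Transcreener HTRF reagents after 30 min at room temperature.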
# TGFb SMAD3 inh = qHTS for Inhibitors of TGF-b | HepG2 CAGA-GFP TGF-b/SMAD3 reporter, GFP fluorescence, 18 h; TGF-beta stimulated, 500 pg/mL final | Potency, µM (series often up to 46.1 µM), for the others: top-dose activity, negative = inhibition, most hits filed as inhibitors | 410,000 tested, 1.2% active | AID 588855, 2011; further: potency means the concentration at half of the fitted maximal effect; on the % scale 0 is the no-effect control and ±100 the full control effect; nearly all actives have a fitted effect of over 65% in size
#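 Inhibition of TGF-beta-driven CAGA-GFP reporter expression in HEPG2 cells is measured by cellular GFP fluorescence after 18 h stimulation with 500 pg/mL recombinant TGF-beta in 1% FBS medium at 37 degrees C.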
# Mm-Cpn inhibitor = Inhibitors of TCP-1 ring complex (TRiC) of Methanococcus maripaludis (MmCpn): qHTS | Chaperonin Mm-Cpn (Methanococcus maripaludis) | purified Mm-Cpn ATPase, ADP Transcreener TR-FRET | Potency, µM (series often up to 76.9 µM), inactives show at the highest dose activity, negative = inhibition, hits mostly inhibitors | 330,000 tested, 0.031% active; further: potency means the concentration at half of the fitted maximal effect; on the % scale 0 is the no-effect control and ±100 the full control effect; nearly all actives have a fitted effect of over 80% in size
#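 Purified archaeal chaperonin (25 nM final) was preincubated with compound for 10 min at 37°C, then ATP (10 uM final) was added for 30 min at 37°C in Tris pH 7.4/KCl/MgCl2/DTT buffer. ADP was quantified by HTRF Transcreener TR-FRET.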
# Akt phos inh = HTS Assay for Inhibitors of Akt Phophorylation: Primary Screen | Neuro2A IGF-stimulated pAkt S473 HTRF, 20 min; hits give low values | activity change, % for hits at 50 µM | 360,000 tested, 0.32% active | AID 651550, 2012; in the data active means activity change below about -80%; inconclusive means mostly about -51% to -80%; further: on the % scale 0 is the no-effect control and ±100 the full control effect
#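 Single-point screen (50 µM final compound) in Neuro2A cells stimulated 20 min with 6 nM IGF at 37 deg C. After lysis, Ser473-phosphorylated Akt read by HTRF (ex 330 nm, em 615/665 nm) as the 665/615 ratio.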
# Nrf2 inh = Nrf2 qHTS screen for inhibitors; A549 ARE-Fluc reporter, luciferase luminescence, 18-24 h; 360,000 tested, 2.1% active; AID 504444, 2011; Potency, µM (highest dose often 46 µM), for inactives: at the highest dose activity change, negative = inhibition, actives largely listed as inhibitors; further: potency means the concentration at half of the fitted maximal effect; on the % scale 0 is the no-effect control and ±100 the full control effect; nearly all actives have a fitted effect of over 60% in size
#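 Nrf2 function is reported as luminescence of an ARE-controlled luciferase in A549 cells. Compounds were tested at several concentrations, and a CellTiter-Fluor read on the same wells flagged cytotoxicity.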
# * hit, by the source's call; i = inactive; ? = inconclusive; · = no result given; [ ] = another dose, or the depositor's remark. Unless noted, the call rests on the fitted dose curve; in most records, active means well fitted curve in the direction sought with a large enough effect; inconclusive means small, poorly fitted or top-dose-only effect, or another doubt; inactive means no such curve, though single readings can be large; an effect the other way counts as inactive or inconclusive.
# Order of values: A549 tox	HepG2 viability	Nrf2 ARE act	Abeta rescue	CCT modulator	TGFb SMAD3 inh	Mm-Cpn inhibitor	Akt phos inh	Nrf2 inh
O=C(COc1ccc(NC(=O)c2cccs2)cc1)c1ccc(F)cc1
 : -18%	0%	3.0%	-3%	-1.4	-1%	1%	i	16µM*
O=C(Nc1ccc(F)cc1F)c1sccc1SCc1cccc(C(F)(F)F)c1
 : ?	-7%	10%	0%	-3.1	?	0%	i	-12%
CN(Cc1ccccc1)C(=O)c1ccc(NC(=O)Cc2ccc(NC(=O)C3CCN(C(=O)C4CCC4)CC3)cc2)cc1
 : 0%	-5%	3.8%	-13%	-1.1	13%	·	i	-24%
C=CCn1c(SCc2ccc(F)cc2)nc2c1c(=O)[nH]c(=O)n2C
 : 2%	-1%	0.3%	5%	-1.4	?	-2%	i	-18%
OCCNCCNCc1ccccc1OCc1ccccc1
 : -2%	-23%	-0.1%	-1%	-1.6	-29%	1%	i	2%
CN(Cc1ccccc1)C(=O)c1nc2ccccn2c1CNCCOc1cccnc1
 : 5%	12%	0.3%	6%	-0.4	9%	1%	i	-17%
Cc1cc(C(=O)Nc2ccc(F)c(Cl)c2)on1
 : -3%	-2%	0.7%	-10%	-1.7	0%	1%	i	4%
CC(NC(=O)NC1CCCCC1)C(c1cccs1)N1CCOCC1 (stereo not drawn)
 : -13%	0%	-0.5%	9%	-0.5	0%	0%	i	18%
NC1=NC2(CCCC2)N=C(Nc2ccccc2)N1
 : 1%	2%	-0.2%	-13%	-1.6	1%	1%	i	4%
CCOc1ncccc1C(=O)NCCCSc1ccccc1
 : 0%	0%	-0.8%	0%	1.4	12%	?	i	-9%
O=C(CNC(=O)c1ccccc1)Sc1ccccc1
 : -5%	-9%	2.5%	-35%[inhibitor]	-2.7	-5%	·	i	23%
COc1ccc(S(=O)(=O)N2CCN(Cc3ccc(Cl)cc3)CC2)cc1
 : -2%	-27%	-0.7%	15%	-3.6	-26%	0%	i	?
CC1CCc2sc3c(c2C1)c1ncnn1c(=O)n3CC(=O)c1ccc(Br)cc1 (stereo not drawn)
 : -7%	-26%	-0.8%	-5%	-4.6	12%	·	i	-7%
COc1cccc(N2CCN(c3ccc(N4C(=O)CCC4=O)cc3[N+](=O)[O-])CC2)c1
 : 0%	-12%	0.1%	-25%	-0.5	-18%	2%	i	-3%
Cc1cc(NC(=S)NC(=O)c2ccco2)c2ccccc2n1
 : -5%	-9%	?	-15%	0.5	?	0%	i	-14%
O=C(Nc1ccccc1)Nc1nnc(CSCc2ccccc2Cl)s1
 : -2%	-55%	0.2%[9.22 µM]	20%	-1.9	7.9µM*	0%	i	?
CCOc1ccc(NC(=O)CSCC(=O)O)cc1
 : -4%	-16%	-0.4%	10%	-0.9	3%	-2%	·	1%
O=c1cc(N2CCN(c3ccc(F)cc3)CC2)[nH]c(=O)n1Cc1ccc(F)cc1
 : -1%	11%	1.1%	5%	-0.2	-4%	-2%	i	1%
CC(=O)c1ccc(NC(=O)C2(S(=O)(=O)c3ccccc3)CC2)cc1
 : 2%	13%	-0.4%	2%	-0.5	3%	-2%	i	?
CCOC(=O)CCc1c(C)n(CC)c2ncnn2c1=O
 : -4%	-2%	-1.4%	2%	0.0	-8%	-2%	i	-9%
C=CCN1C(=O)NC2(O)C(=O)c3ccccc3C12O (stereo not drawn)
 : -3%	-2%	0.4%	-19%	-1.5	-35%	-1%	i	19%
COc1ccc(CCNC(=O)CCC(=O)Nc2ccccc2[N+](=O)[O-])cc1OC
 : 13%	0%	0.5%	1%	-1.2	-3%	-1%	i	14%
CC(=O)Nc1cnc(-c2cc(C)c(O)c(C)c2)cn1
 : ·	-19%	7.5%	-25%	-0.2	-4%	·	i	·
C=CCOC(/C=C/c1ccccc1)C[Si](C)(C)C (stereo not drawn)
 : 2%	-18%	·	·	·	-23%	·	·	3%
COCCCNC(=O)c1ccc(Cn2c(=O)c3ccccc3n(Cc3ccccc3C#N)c2=O)cc1
 : ?	-9%	0.0%	11%	0.5	-8%	1%	i	-5%
CN(Cc1cccs1)C(=O)CCc1c[nH]c2ccccc12
 : 0%	-18%	2.5%	9%	-2.1	-13%	3%	i	-1%
CC(C)[C@H](NC(=O)C1CC(=O)N(c2ccc3c(c2)OCCO3)C1)C(=O)NC1CCCC1 (stereo partly drawn)
 : -2%	12%	-1.0%	12%	-0.1	23%	-2%	i	0%
CCC(=O)N(Cc1ccc(S(N)(=O)=O)cc1)C1CC(=O)N(c2ccc(OC)cc2)C1=O (stereo not drawn)
 : -1%	3%	0.3%	13%	-1.6	9%	1%	i	13%
Cc1c(C)n(CCN(C)C)c2ccc(C(=O)OCCN(C)C)cc12
 : ?	-5%	0.8%	6%	-0.1	8%	-1%	i	-1%
CC(C)c1ccc(C2C3=C(CC(C)(C)CC3=O)NC3=C2C(=O)c2ccccc23)cc1 (stereo not drawn)
 : 16µM*	-10%	-0.1%	0%	-0.4	?	1%	·	23µM*
O=C(Nc1ccccc1N1CCN(C(=O)c2ccc(Cl)cc2)CC1)c1cc2ccccc2o1
 : -14%	31%	3.1%	-28%	-2.2	0%	-4%	i	?
C=CCC[C@@H](Cc1ccc(F)cc1)C(=O)OC[C@@H](NC(=O)[C@@H](CC=C)CC(=O)N[C@H](CO)Cc1ccccc1)C(C)(C)C
 : -27%	-29%	3.4%	-2%	-3.0	?	-1%	i	?
O=C(NCc1ccccc1)c1cc(C2COCCN2C(=O)c2cccs2)on1 (stereo not drawn)
 : ·	-10%	0.5%	-19%	1.6	-11%	·	i	·
COc1cccc2[nH]c3c(=O)n(CCCN4CCOCC4)cnc3c12
 : 4%	-41%	-0.7%	3%	-1.2	9%	-3%	i	2%
Cc1ccc(Cc2cc(C)n[nH]c2=O)cc1
 : 0%	19%	-0.3%	7%	-2.3	-14%	3%	i	2%
Cc1cccc(-c2nsc(SCC(=O)NCc3ccco3)n2)c1
 : -11%	-12%	17%	-4%	-3.7	2%	0%	i	15%
Cn1nc(C(F)(F)F)c(/C=N/OC(=O)c2ccccc2)c1Cl
 : -2%	2%	-1.0%	-2%	-1.9	2%	0%	i	-11%
CCc1c(C)c2ccc(OCC(=O)NCC3CCC(C(=O)O)CC3)cc2oc1=O (stereo not drawn)
 : -4%	-1%	0.6%	8%	0.9	36%	-22%	i	-23%
Cn1c(-c2ccccc2)c(Sc2ccccc2)c2cc(-c3ccc4[nH]ccc4c3)ccc21
 : ·	·	3.9%	0%	-0.3	·	·	i	·
C/C(=N/N=C1\SCC(=O)N1c1ccccc1)c1ccc(C)cc1
 : 1%	9%	2.7%	-9%	-4.4	8%	0%	i	-13%
Cn1c(=O)n(C)c2cc([N+](=O)[O-])c(N3CCN(C(=O)c4ccccc4Cl)CC3)cc21
 : -8%	-24%	3.6%	-7%	1.4	-8%	?	i	?
Cc1ccc(CCNC(=O)CN2C(=O)COc3ccc(S(=O)(=O)N4CCCCCC4)cc32)cc1
 : -15%	-28%	4.0%	-5%	·	?	·	·	-17%
CC(=O)Nc1ccc(NC(=O)C(C)n2c3ccccc3c3nc(=O)cc(C)n32)cc1 (stereo not drawn)
 : -1%	-18%	0.0%	-10%	4.4	3%	-1%	i	15%
O=C(COC(=O)c1ccc(Cl)c(S(=O)(=O)N2CCc3ccccc3C2)c1)Nc1ncc(Cl)cc1Cl
 : 5%	-1%	-0.1%	-2%	-21	-5%	?	i	8%
COc1ccc(CN2C(=O)CNC2=S)cc1
 : 0%	0%	0.4%	11%	-5.2	0%	-19%	i	6%
CC(C)(C)C(=O)COC(=O)c1ccccc1O
 : -3%	3%	-0.7%	12%	-1.1	-6%	1%	i	3%
CCn1c(SCc2ccc(F)cc2Cl)nnc1-c1nonc1NC(C)=O
 : -5%	-13%	-2.0%	-37%[inhibitor]	·	?	·	·	3%
O=C(Nc1ncc2c(n1)CC(c1cccc(Cl)c1)CC2=O)c1ccco1 (stereo not drawn)
 : -17%	-16%	4.3%	-3%	-0.8	0%	-4%	i	?
O=C(c1ccc(Br)o1)N1N=C(c2ccc(Cl)cc2)CC1c1ccco1 (stereo not drawn)
 : 0%	-1%	18%	-12%	1.6	?	1%	i	?
COc1ccc(C(=O)NCCS(=O)(=O)NCc2cccs2)cc1
 : -5%	5%	-0.7%	-7%	-0.2	6%	-4%	i	11%
O=C(O)C#Cc1cccc2ccccc12
 : 2%	-2%	0.1%	-4%	1.0	-1%	-5%	i	12%

# 4 compounds from above with just Abeta rescue, TGFb SMAD3 inh and Akt phos inh.
molecule | Abeta rescue | TGFb SMAD3 inh | Akt phos inh
CC(NC(=O)NC1CCCCC1)C(c1cccs1)N1CCOCC1 (stereo not drawn) | 9% | 0% | i
NC1=NC2(CCCC2)N=C(Nc2ccccc2)N1 | -13% | 1% | i
CCOc1ncccc1C(=O)NCCCSc1ccccc1 | 0% | 12% | i
O=C(CNC(=O)c1ccccc1)Sc1ccccc1 | -35%[inhibitor] | -5% | i
